Compound activity deposited in PubChem by several laboratories.
MrgX1 agonist: agonists of human MrgX1 receptor, primary screen, HEK293 cells, Fluo-4 calcium flux; Mas-related G-protein coupled receptor member X1 (Homo sapiens), Q96LB2; Fluo-4 calcium fluorescence, agonist mode; hits give high values; B-score at 10 µM; 310,000 tested, 0.44% active; AID 588627, 2011;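 active = calcium response B-score plate-corrected fluorescence ratio at least 3 library SD, with starting fluorescence B-score inside 5 SD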
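Test system: Stable human MrgX1 HEK293 cell line | Schedule: Overnight plating before 1 h dye loading | Read-out basis: Baseline-normalised fluorescence change ratio, B-scored | Detection: Kinetic calcium dye fluorescence, Fluo-4 NW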
AI-2 QS modul: Vibrio harveyi AI-2 quorum sensing modulators, primary screen, JMH597 strain, luminescence/OD600 ratio | Vibrio harveyi JMH597 AI-2 luminescence/OD600 ratio, 9 h; hits give low values; strain lacks LuxN and CqsS sensors; 0 = neutral-control median | activity change, % at 7.5 µM | 300,000 tested, 0.4% active | AID 2094, 2009; in the data active = activity change below about -75%, passing the limit was not always enough; inconclusive = no clear call, values can overlap the other calls;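 also: luminescence divided by OD600 gain over 9 h not by final OD600 alone; inactives centre near 13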
TRPC6 inh: mouse TRPC6 channel inhibitors, primary screen, cell-based, HEK293, membrane potential dye | B-score at 10 µM | Short transient receptor potential channel 6 (Mus musculus), Q61143 | ACh-evoked depolarization; hits give low values | 310,000 tested, 1.1% active;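 active = B-score under library mean minus 3 SD, initial fluorescence not abnormally high, positive integrated signal ratio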;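 also: B-score derived from integrated fluorescence ratio over the kinetic read; more negative B-score means stronger inhibition of depolarization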
TRPC4 act: activators of mouse TRPC4 channel, primary screen, Fluo4 calcium, HEK293 TRPC4beta/mu-opioid cells | 310,000 tested, 0.49% active | B-score at 10 µM | Short transient receptor potential channel 4 (Mus musculus), Q9QUQ5 | Fluo4 calcium fluorescence; hits give high values;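 active = B-score above 5 SD of library B-scores, and initial fluorescence ratio not above library mean plus 5 SD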;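 also: positive B-score marks a calcium rise read as TRPC4 activation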
Target sequence (Q9QUQ5 whole entry, looked up): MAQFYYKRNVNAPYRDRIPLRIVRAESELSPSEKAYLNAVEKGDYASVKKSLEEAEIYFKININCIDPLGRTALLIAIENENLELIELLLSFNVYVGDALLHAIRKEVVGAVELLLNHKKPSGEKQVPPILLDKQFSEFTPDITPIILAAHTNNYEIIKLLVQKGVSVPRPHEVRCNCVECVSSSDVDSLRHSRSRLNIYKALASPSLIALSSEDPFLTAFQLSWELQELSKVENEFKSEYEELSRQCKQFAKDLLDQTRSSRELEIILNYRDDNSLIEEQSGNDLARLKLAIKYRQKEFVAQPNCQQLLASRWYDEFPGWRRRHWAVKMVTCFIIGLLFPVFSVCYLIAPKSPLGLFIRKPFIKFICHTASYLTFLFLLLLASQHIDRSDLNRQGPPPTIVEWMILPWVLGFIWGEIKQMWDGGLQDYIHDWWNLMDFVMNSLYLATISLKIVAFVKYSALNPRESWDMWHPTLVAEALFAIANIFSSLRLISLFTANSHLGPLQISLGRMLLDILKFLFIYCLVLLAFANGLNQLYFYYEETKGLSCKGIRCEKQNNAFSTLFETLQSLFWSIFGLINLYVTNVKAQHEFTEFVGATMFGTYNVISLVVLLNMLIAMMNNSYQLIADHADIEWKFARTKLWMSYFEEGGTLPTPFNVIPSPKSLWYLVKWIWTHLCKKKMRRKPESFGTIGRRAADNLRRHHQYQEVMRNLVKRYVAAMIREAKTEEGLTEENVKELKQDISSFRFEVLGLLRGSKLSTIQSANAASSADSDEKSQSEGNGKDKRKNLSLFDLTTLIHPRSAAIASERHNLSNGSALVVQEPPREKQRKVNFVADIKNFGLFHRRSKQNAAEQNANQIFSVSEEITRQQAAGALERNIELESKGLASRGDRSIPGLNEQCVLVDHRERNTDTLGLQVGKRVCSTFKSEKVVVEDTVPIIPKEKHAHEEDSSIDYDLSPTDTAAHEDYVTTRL
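Test system: HEK293 cells stably co-expressing mouse TRPC4beta and mu-opioid receptor | Schedule: Fluo4 dye loading 45 min at room temperature, 110 s recording | Measured by: Kinetic Fluo4 calcium fluorescence, 5 s baseline at 1 Hz | Evaluation: B score of integrated ratio | Controls: Buffer (low) and maximal DAMGO (high)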
PolyA inhibitor: polyadenylation inhibitors in yeast reporter cells, primary screen, luminescence, S. cerevisiae; S. cerevisiae SKY197-pL101 polyadenylation reporter, beta-gal luminescence; efflux-impaired pdr1/pdr3 knockout yeast; score 100 = 6 SD above DMSO; 300,000 tested, 0.02% active; calls only at 12 µM; AID 1875, 2009;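 active = lowest replicate activity score at least 50, where 100 means six control SD above control mean; inconclusive = lowest score under 50 but half or more replicates reach 50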;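 also: yeast exposed to compound for 9 h at 30 °C; higher score means more reporter readthrough which indicates perturbed polyadenylation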
TRPC4 potent: positive allosteric modulators of TRPC4, primary screen, cell-based, mouse TRPC4beta, HEK293 mu-opioid, Fluo-4 calcium; Short transient receptor potential channel 4 (Mus musculus), Q9QUQ5; DAMGO EC20, Fluo-4 Ca2+ flux; hits give high values; B-score at 10 µM; 310,000 tested, 0.42% active; AID 2227, 2009;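 active = B-score of calcium response area above 5 SD of library B-scores, with initial fluorescence ratio within 5 SD of library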;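 also: B-score of integrated fluorescence ratio over time as area under calcium response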
MrgX1 allo act: positive allosteric modulators of MrgX1, primary screen, HEK293 cells, Fluo-4 calcium flux; B-score at 10 µM; FDSS; hits give high values; AID 588675, 2011; 310,000 tested, 0.63% active;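 active = plate-corrected calcium response at least 3 library SD above typical, normal starting fluorescence, not activating the receptor alone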;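 also: compound read alongside a low EC10 to EC30 dose of BAM8-22 agonist; peak minus trough fluorescence over baseline measured at the second addition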
TRPC4 inh: inhibitors of mouse TRPC4 channel, primary screen, Fluo4 calcium, HEK293 TRPC4beta/mu-opioid cells; DAMGO-evoked Fluo4 calcium flux; hits give low values; B-score at 10 µM; 300,000 tested, 0.39% active;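 active = B-score over 3 SD under the library average, no early fluorescence shift, positive overall ratio signal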
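Material: HEK293 cells with stable TRPC4beta plus mu-opioid receptor expression; probe or stimulus: DAMGO in two steps, submaximal then maximal; technique: Fluo4 calcium fluorescence by kinetic imaging, 5 s 1 Hz baseline; measure: integrated fluorescence ratio relative to baseline, converted to per-well B score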
HIF activator: HIF pathway transcriptional activators, primary screen, cell-based, U2OS HRE-luciferase, luminescence; U2OS HRE-luciferase reporter; normalized: DMSO 0%, desferrioxamine 100%; 300,000 tested, 0.32% active; activation, % at 7.5 µM (by protocol); AID 1910, 2009;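 active = mean activation of at least 10% of the iron chelator positive control signal, with at least half of replicates also reaching 10%; inconclusive = mean and replicate majority disagree about reaching 10%; inactive = mean and most replicates under 10%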
TRPC6 act: mouse TRPC6 channel activators, primary screen, cell-based, HEK293, membrane potential dye; HEK293-TRPC6 membrane potential dye fluorescence; hits give high values; B-score at 10 µM; 310,000 tested, 0.13% active; AID 2550, 2010;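 active = B-score of the integrated fluorescence ratio above library mean plus 3 SD, and starting fluorescence ratio within library mean plus 5 SD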;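 also: higher score means more depolarization so channel activation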
MrgX1 antagonist: antagonists of human MrgX1 receptor, primary screen, HEK293 cells, Fluo-4 calcium flux | Mas-related G-protein coupled receptor member X1 (Homo sapiens), Q96LB2 | BAM8-22 antagonism; hits give low values | B-score at 10 µM | 310,000 tested, 1.3% active | AID 588676, 2011;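 active = calcium-response B-score plate-corrected more than 3 library SD below zero, starting fluorescence within 5 deviations, no agonist response on first addition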;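 also: peak minus trough fluorescence over baseline after final BAM8-22 challenge near maximal dose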
* hit, by the source's call; i = inactive; ? = inconclusive; / = no result given. Not all compounds are listed; rates above refer to the full screens.

Compound	MrgX1 agonist	AI-2 QS modul	TRPC6 inh	TRPC4 act	PolyA inhibitor	TRPC4 potent	MrgX1 allo act	TRPC4 inh	HIF activator	TRPC6 act	MrgX1 antagonist
COc1ccccc1N1CCN(C(=O)CNC(=O)c2ccc(Cl)cc2Cl)CC1	i	16	i	i	i	i	i	i	0.3	i	i
COc1ccccc1OCCCCOc1ccccc1C(C)=O	i	16	i	i	i	i	i	i	-0.1	i	i
c1ccc2c(c1)nc(NC1CCCCC1)c1nncn12	i	-2	i	i	/	i	i	i	-0.7	i	i
CCOc1cc(/C=C2/NC(=O)N(CC(=O)Nc3cccc(C)c3)C2=O)ccc1O	i	-6	i	i	i	i	i	i	-54	i	i
O=C(Nc1ccccc1C(=O)N1CCCC1)C1CCN(c2ncccn2)CC1	i	32	i	i	i	i	i	i	-0.3	i	-7.2*
Cc1ccc(NC(=O)CN2CCN(C)CC2)cc1Br	/	5	i	i	i	i	/	i	0.5	i	/
COc1ccc(OC)c(NC(=O)c2ccccc2NS(=O)(=O)c2cccc3cccnc23)c1	i	18	i	i	i	i	i	i	-0.2	i	i
CC(C)(C)NC(=O)C(c1ccncc1)N(C(=O)Cn1nnc(-c2ccc(F)cc2)n1)c1cccc(F)c1 (configuration not stated)	i	11	i	i	i	i	i	i	-0.2	i	i
O=C1N(c2ccc(Cl)cc2)C(c2ccccc2)N2CCCN12 (configuration not stated)	i	24	i	i	i	i	i	i	0.2	i	i
O=S(=O)(c1ccccc1)N(Cc1cccc(F)c1)c1ccccc1	i	18	i	i	i	i	i	i	-2.1	i	i
CCOC(=O)c1cccc(NC(=O)C2CCCO2)c1 (configuration not stated)	i	13	i	i	i	i	i	i	0.0	i	i
CS(=O)(=O)Cc1ccc(C(=O)N2CCCC2c2cccs2)cc1 (configuration not stated)	i	11	i	i	i	i	i	i	0.4	i	i
COC(=O)CCC(=O)N1CCC(CCC(=O)NCc2ccc(F)cc2)CC1	i	5	i	i	i	i	i	i	1.8	i	i
CCn1c(=S)sc2c(=O)n(CC(=O)Nc3cc(OC)ccc3OC)c(C)nc21	i	18	i	i	i	i	i	i	0.0	i	i
CC1(C)SC2c3ccccc3C(=O)N2[C@@H]1C(=O)O (some centres not stated)	i	20	i	i	i	i	i	i	-0.1	i	i
Oc1ccc(Cl)cc1C=Nc1ccc2c3c(cccc13)CC2	i	19	i	i	i	i	i	i	0.8	i	i
CSc1nc(Cl)c(Cc2ccc(OCC(C)C)cc2)c(N2CCOCC2)n1	i	16	i	i	i	i	i	i	0.0	i	i
COc1ccc(-c2noc(CNS(=O)(=O)c3ccc(NC(C)=O)cc3)n2)cc1	i	25	i	i	i	i	i	i	-0.2	i	i
CN(CC(=O)Nc1ccccc1C(F)(F)F)C(=O)C1CCN(S(=O)(=O)c2ccc3c(c2)OCCO3)CC1	i	19	i	i	i	i	i	i	-0.1	i	i
O=C(CSc1ccc(-c2ccccn2)nn1)Nc1ccc(F)cc1F	i	11	i	i	i	i	i	i	0.0	i	i
Cc1cnc(C(=O)Nc2cccc(-c3nnc4n3CCCCC4)c2)cn1	i	22	i	i	i	i	i	i	-0.3	i	i
COc1ccc(-n2c(C)cc(=O)[nH]c2=O)cc1	i	1	i	i	i	i	i	i	-4.4	i	i
O=C(CCn1c(=O)sc2ccccc21)NCCCn1ccnc1	i	2	i	i	i	i	i	i	/	i	i
O=C1C2CC=CCC2C(=O)N1c1ccc(NCCc2ccc(Cl)cc2)c([N+](=O)[O-])c1 (configuration not stated)	i	22	i	i	i	i	i	i	0.0	i	i
COc1ccccc1OCC(=O)Nc1ccc(S(=O)(=O)N2CCN(C)CC2)cc1	i	3	i	i	i	i	i	i	-0.2	i	i
N#CC1=C(N)Oc2n[nH]c(-c3ccncc3)c2C1c1ccsc1 (configuration not stated)	i	36	i	i	i	i	i	i	-0.3	i	i
Cc1nn(-c2ccccc2)c(Cl)c1/C=C1\SC(=S)N(C)C1=O	i	9	i	i	i	i	i	i	0.0	i	i
NNC(=O)c1cc2ccccc2cc1NS(=O)(=O)c1ccccc1	i	43	i	i	i	i	i	i	0.5	i	i
O=C(NNc1c2ccccc2nc2ccccc12)c1ccccc1Cl	i	-6	i	i	i	i	i	i	2.8	i	i
NC(=O)c1ccc(NC(=O)C2CCCC2)cc1	i	/	i	i	i	i	i	i	1.4	i	i
CC(=O)Oc1ccc(-c2cccc(C(=O)OCC(=O)Nc3ccccc3Oc3ccccc3)c2)cc1	i	24	i	i	i	i	i	i	0.4	i	i
CN1N=C(c2ccc(Cl)cc2)CC(c2ccc(Cl)cc2)C1=O (configuration not stated)	i	?	i	i	i	i	i	i	0.3	i	i
CC1CCCCN1C(=O)Nc1cccc(Cl)c1 (configuration not stated)	i	3	i	i	i	i	i	i	0.6	i	i
O=C(CSc1ccc(-c2ccc(F)cc2)nn1)NCc1ccco1	i	10	i	i	i	i	i	i	-0.4	i	i
Cc1ccc(-n2nnc(-c3nccn3C)n2)cc1	i	30	i	i	i	i	i	i	-4.5	i	i
Cc1noc(C)c1COC(=O)Cc1ccc(Cl)c(Cl)c1	i	8	i	i	i	i	i	i	-0.1	i	i
O=C(COC(=O)c1c2c(nc3ccccc13)/C(=C/c1cccc([N+](=O)[O-])c1)CCC2)NC1CCS(=O)(=O)C1 (configuration not stated)	i	10	i	i	i	i	i	i	-0.7	i	i
O=C1C2C3CCC(C3)C2C(=O)N1Cc1ccco1 (configuration not stated)	i	13	i	i	i	i	i	i	0.0	i	i
CC(C)N1CC(O)=C(c2nc3ccccc3[nH]2)C1=N	i	12	i	i	i	i	i	i	1.3	i	i
COc1cnn(-c2ccccc2)c(=O)c1SCc1ccc(Cl)cc1Cl	i	5	i	i	i	i	i	i	-0.1	i	i
Cc1ccc(C)c(NC(=O)CSc2nc3ccc(N4C(=O)c5ccccc5C4=O)cc3s2)c1	i	5	i	i	i	i	i	i	0.5	i	i
CC(=O)N1CCN(C(=O)Nc2cccc(C(F)(F)F)c2)CC1	i	19	i	i	i	i	i	i	1.1	i	i
COc1ccc(C(=O)c2cnc[nH]2)cc1OC	i	3	i	i	i	i	i	i	-0.8	i	i
O=C(CSc1nn(-c2ccccc2)c(=S)s1)NC1CCS(=O)(=O)C1 (configuration not stated)	i	40	i	i	i	i	i	i	0.3	i	i
CCOc1ccc(C(=O)C(C)OC(=O)C2CCN(c3ccc(C(F)(F)F)cn3)CC2)cc1 (configuration not stated)	i	4	i	i	i	i	i	i	0.9	i	i
CCC(=O)Nc1ccc(N2CCN(S(C)(=O)=O)CC2)cc1	i	0	i	i	i	i	i	i	-0.5	i	i
CCN(CC(=O)N1CCOCC1)S(=O)(=O)c1cc(Cl)ccc1Cl	i	4	i	i	i	i	i	i	0.3	i	i
O=[N+]([O-])c1ccc(NC(=S)N2CCc3ccccc32)cc1	i	9	i	i	/	i	i	i	/	i	i
COc1ccc2nc(SCC(=O)N3CCNC3=O)[nH]c2c1	i	18	i	i	i	i	i	i	1.9	i	i
O=C1/C(=C/c2ccc(Cl)cc2)NC(=S)N1Cc1cccnc1	i	8	i	i	i	i	i	i	-0.2	i	i

(continued)
Compound	MrgX1 agonist	AI-2 QS modul	TRPC6 inh	TRPC4 act	PolyA inhibitor	TRPC4 potent	MrgX1 allo act	TRPC4 inh	HIF activator	TRPC6 act	MrgX1 antagonist
O=C(CSc1nnc(-c2cccnc2)n1Cc1ccco1)NCc1ccc2c(c1)OCO2	i	20	i	i	i	i	i	i	-0.3	i	i
O=C(Cn1nnc2ccccc21)OCC(=O)c1ccc(Cl)c(Cl)c1	i	-3	i	i	i	i	i	i	-0.3	i	i
COc1cc(/C=C2/SC(=S)N(CCC(=O)Nc3ccc(C(=O)O)cc3)C2=O)cc(OC)c1OC	i	4	i	i	i	i	i	i	-0.3	i	i
COCCn1c(C)cc(C(=O)COC(=O)c2ccc(Br)o2)c1C	i	35	i	i	/	i	i	i	1.5	i	i
CCOC(=O)c1ccccc1NC(=O)CN1C(=O)c2ccccc2S1(=O)=O	i	-3	i	i	i	i	i	i	0.0	i	i
CSc1ccc(/C=C2/C(=N)N3N=C(CC(=O)N4CCCC4)SC3=NC2=O)cc1	31*	-4	i	i	i	i	i	i	-0.8	i	i
CCOc1ccc(S(=O)(=O)N/N=C(\C)c2ccc3c(c2)OCO3)cc1	i	8	i	i	i	i	i	i	-0.8	i	i
Cc1c(CC(C)C)nc(N)c(C#N)c1-c1ccccc1	i	2	i	i	i	i	i	i	1.0	i	i
CSc1ccccc1NS(=O)(=O)c1ccc2c(c1)OCCO2	i	34	i	i	i	i	i	i	-0.2	i	i
